MgcRacGAP inhibition: MgcRacGAP GTPase-activating activity inhibitors, confirmation, biochemical, ADP Hunter fluorescence | Rac GTPase-activating protein 1 (Homo sapiens) | MgcRacGAP-stimulated Rac1 GTP hydrolysis, ADP Hunter fluorescence; higher % means a stronger effect; GST-tagged Rac1 F28L mutant substrate | inhibition, % at 30 µM, or IC50 in µM where a hit was titrated | actives 0.6% (n = 340,000) | AID 624330, 2012;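 active = first-screen hits whose inhibition reached a set limit at any dose in the follow-up dose series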;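 note: fluorescence reports GDP produced by GAP-driven GTP hydrolysis; strong numbers were not always called active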
GPR55 LPI antagonism: GPR55 antagonists blocking LPI-driven arrestin recruitment, primary screen, imaging, U2OS, beta-arrestin-GFP, LPI agonist (AID 2013). actives 0.13% (n = 290,000). inhibition, % at 10 µM, or IC50 in µM where a hit was titrated. U2OS GPR55 beta-arrestin-GFP translocation imaging, LPI antagonism; higher % means a stronger effect. G-protein coupled receptor 55 (Homo sapiens);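 active = spots per cell inhibited over 60%, with over 100 cells counted and total cytoplasm intensity under 500,000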;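 note: U2OS cells stably carrying GPR55 and arrestin-GFP stimulated by 5 µM LPI near EC80; imaged beta-arrestin-GFP aggregate spots per cell after agonist stimulation; plate controls were LPI-stimulated DMSO wells for no effect and DMSO wells without LPI for full effect; some results filed as inactive read as strong as hits; confirmed hits need IC50 under 10 µM and bright autofluorescent wells are also inconclusive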
SIAH1 antagonists: Siah-1 peptide-binding antagonists, primary screen, biochemical, fluorescence polarization, rhodamine-plectin, uHTS (AID 1817); E3 ubiquitin-protein ligase SIAH1 (Homo sapiens); Siah-1 / rhodamine-plectin peptide fluorescence polarization; higher % means a stronger effect; one-dose displacement, % at 20 µM; IC50 in µM for titrated hits; actives 0.02% (n = 290,000);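 active = displacement of at least 50% at 20 µM, with a fluorescence ratio check between 0.3 and a set limit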;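 note: plate controls were Siah plus tracer with DMSO for no effect and tracer alone without Siah for full effect; strong numbers were not always called active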
LYP phosphatase: inhibitors of LYP phosphatase, biochemical, fluorescence intensity, uHTS (AID 1779); Tyrosine-protein phosphatase non-receptor type 22 (Homo sapiens); recombinant LYP phosphatase, fluorescence intensity; higher % means a stronger effect; inhibition, % at 11.5 µM, or IC50 in µM where a hit was titrated; actives 0.054% (n = 290,000); in the data active = inhibition above about 50%;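 note: plate controls were vehicle with enzyme for no effect and no enzyme for full effect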
HIV peptide binding: inhibitors of HIV fusion peptide binding, primary screen, biochemical, uHTS, fluorescence dequenching (AID 1986) | actives 0.3% (n = 290,000) | cell-free peptide binding, fluorescence dequenching, 30 min; higher % means a stronger effect | inhibition, % at 20 µM; hits with a dose series show IC50 in µM; in the data active = inhibition mostly above about 52%, no sharp cut-off; inactive = mostly below about 76%; note: some results filed as inactive read as strong as hits
PhoP inhibition: inhibitors of PhoP regulon expression, primary screen, Salmonella Typhimurium, GFP reporter (AID 1863) | S. Typhimurium PhoP-regulated promoter GFP reporter, 4 h; higher % means a stronger effect | inhibition, % at 50 µM; hits with a dose series show IC50 in µM | actives 0.16% (n = 300,000);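 active = inhibition over 29.93%, a cutoff 3 SD above the screen mean, later confirmed by dose response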;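 note: 0% = low Mg2+ inducing control and 100% = high Mg2+ repressing control; strong numbers were not always called active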
NTR1 ag: agonists of NTR1, primary screen, imaging, U2OS cells, beta-arrestin-GFP, high content (AID 493036); Neurotensin receptor type 1 (Homo sapiens), P30989; NTR1-U2OS beta-arrestin-GFP spot imaging, agonist mode; activation, % at 20 µM; actives 0.17% (n = 330,000);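 active = activation at or above 40% of the spot to cytoplasm intensity ratio, with at least 20 cells analyzed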;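 note: 0% = DMSO without peptide and 100% = 100 nM NTR1 peptide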
Target sequence (P30989 whole entry, looked up): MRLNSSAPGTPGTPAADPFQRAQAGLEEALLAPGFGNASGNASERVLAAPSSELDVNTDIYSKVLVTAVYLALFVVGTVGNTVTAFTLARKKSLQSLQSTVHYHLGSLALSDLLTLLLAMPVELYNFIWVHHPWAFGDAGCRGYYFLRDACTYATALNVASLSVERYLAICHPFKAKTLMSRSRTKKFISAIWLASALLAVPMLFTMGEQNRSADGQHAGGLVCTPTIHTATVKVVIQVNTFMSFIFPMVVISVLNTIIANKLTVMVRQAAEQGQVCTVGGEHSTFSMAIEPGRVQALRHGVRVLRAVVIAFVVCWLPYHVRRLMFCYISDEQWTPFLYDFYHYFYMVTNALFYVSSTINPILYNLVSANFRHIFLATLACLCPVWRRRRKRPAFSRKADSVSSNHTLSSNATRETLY
GPR35 antagonists: GPR35 antagonists blocking zaprinast-driven arrestin recruitment, primary screen, imaging, U2OS, beta-arrestin-GFP, zaprinast agonist (AID 2058) | G-protein coupled receptor 35 (Homo sapiens) | U2OS GPR35 beta-arrestin-GFP translocation imaging, zaprinast antagonism; higher % means a stronger effect | inhibition, % at 10 µM, or IC50 in µM where a hit was titrated | actives 0.052% (n = 290,000);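 active = inhibition of at least 50% with at least 30 cells and total cytoplasm GFP at most 10,000,000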
Myeloid diff 2: induction of myeloid progenitor differentiation, primary screen, cell-based, flow cytometry, MLPCN library; ER-HoxA9 myeloid progenitors, lysozyme-GFP differentiation; calls only at 10 µM; AID 624256, 2012; actives 1% (n = 360,000);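 active = normalized GFP-positive differentiation at or above the plate's own cutoff, the solvent-only control mean plus 3 SD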;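 note: cells exposed to compound for four days before flow analysis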
NTR1 ag cell count 20 µM: second read-out of NTR1 ag, no call of its own (marks repeat the call); cell count; measured here: cell count, cytotoxicity flag
Myeloid diff 2 GFP+ MAC1+ %: recorded beside Myeloid diff 2, whose call it bears; GFP+ MAC1+ double positive, %; measured here: differentiation confirmed by MAC1 staining
Numbers without * were called inactive; i = inactive; x = no result given; & = joins results of further samples.

Values run as follows: MgcRacGAP inhibition	GPR55 LPI antagonism	SIAH1 antagonists	LYP phosphatase	HIV peptide binding	PhoP inhibition	NTR1 ag	NTR1 ag cell count 20 µM	GPR35 antagonists	Myeloid diff 2	Myeloid diff 2 GFP+ MAC1+ %
#1 CC(C)N1C(=O)S/C(=C/c2ccc3c(c2)n(C)c(=O)n3C)C1=O
  13%	16%	1%	-4%	0.0%	5%	5.8	75	10%	i	1.0
#2 CC(C)c1ccccc1NC(=S)N(C)C
  15%	-8%	-10%	-8%	-1.9%	2%	0.7	47	4%	i	0.5
#3 COc1cccc(NC(=S)NC2CC3CCCC(C2)N3CC(C)C)c1 (centres undefined)
  10%	10%	5%	0%	0.9%	-15%	-1.6	34	-6%	i	0.7
#4 CCN(CC(=O)NC(C)(C)C)C(=O)c1ccc2c(c1)S(=O)(=O)c1ccccc1C2=O
  5%	4%	-1%	-8%	-1.3%	6%	2.0	61	0%	i	0.4
#5 Cc1ccc(C)c(NC(=O)CSc2nnc(CNC(=O)c3ccco3)o2)c1
  1%	1%	-2%	-9%	-0.3%	0%	-0.3	51	-12%	i	0.0
#6 Clc1cccc(N=C2NN=C(c3ccc4c(c3)OCCO4)CS2)c1
  5%	12%	-6%	-1%	-1.1%	13%	0.2	49	-19%	i	1.4
#7 Cc1ccc(-n2ncc3c(SCC(=O)NNC(=O)C(C)C)ncnc32)cc1
  1%	-3%	14%	-4%	1.9%	-4%	-0.7	41	-3%	i	0.7
#8 O=C(c1ccccc1NS(=O)(=O)c1ccc(F)cc1)N1CCCC1
  -1%	1%	-3%	-6%	1.8%	1%	-0.6	54	6%	i	13
#9 Cc1cc(C)n2nc(SCC(=O)Nc3ccccc3)nc2n1
  7%	2%	8%	-6%	0.9%	6%	-0.9	61	9%	i	0.2
#10 O=C(NC1CCSc2ccccc21)c1ccc([N+](=O)[O-])cc1 (centres undefined)
  -10%	14%	4%	-10%	0.2%	-8%	-0.4	74	4%	x	x
#11 CCCCN(C(=O)c1c(C)noc1C)c1c(N)n(CCCC)c(=O)[nH]c1=O
  5%	x	x	x	x	4%	1.6	59	x	i	0.7
#12 O=C(c1ccc(N2CCOCC2)nc1)N1CCCCC1
  8%	2%	12%	-6%	2.6%	-2%	-0.4	46	-8%	i	4.9
#13 O=C(CSc1cn[nH]n1)Nc1ccc(Cl)cc1Cl
  4%	-4%	14%	-8%	1.0%	6%	0.5	47	8%	i	0.7
#14 CCSc1nc2ccccc2n1CC(=O)N1CCCCC1
  6%	3%	-4%	-7%	-0.7%	4%	-0.5	48	11%	x	x
#15 CC(C)[C@H](NC(=O)c1ccccc1)C(=O)OCC(=O)c1ccccc1F
  4%	-12%	-3%	-5%	-2.2%	2%	1.1	54	12%	i	0.2
#16 COc1ccc2nc(COC(=O)c3cccc([N+](=O)[O-])c3)c(C(C)=O)[n+]([O-])c2c1
  10%	-6%	-2%	-4%	0.7%	-1%	0.2	60	11%	i	0.4
#17 COc1cc(NC(=O)NC2Cc3ccccc3C2)cc(OC)c1
  9%	1%	4%	-8%	2.6%	0%	-0.6	82	2%	i	0.4
#18 Cc1nc2c(o1)CCc1ccccc1C2N1CCN(C)CC1 (centres undefined)
  3%&5%&-15%	8%&-4%	-1%&0%	-4%&-6%	0.5%&-0.4%	-5%&10%	-0.7&0.4	53&81	-11%&3%	i	0.7&0.7&0.2
#19 CC(C)CCN1CC(O)=C(c2nc3ccccc3[nH]2)C1=N
  13%	6%	-1%	0%	0.1%	-6%	-0.4	63	-11%	i	9.9
#20 ON1C(c2ccccc2C(F)(F)F)N(O)[C@H]2CCCC[C@H]21 (some centres undefined)
  8%	3%	-4%	-7%	-2.8%	5%	-2.5	47	6%	i	0.3
#21 CC1Cc2ccccc2N1CC(=O)NC(=O)NC1CCCCC1 (centres undefined)
  0%	4%	7%	0%	-2.0%	-4%	0.9	46	-3%	i	1.6
#22 CC(C)[C@@H]1COC(c2cccc(C3=N[C@H](C(C)C)CO3)n2)=N1
  10%	-1%	2%	4%	1.2%	11%	0.5	79	2%	i	0.3
#23 COc1ccc(C(CC(=O)N2CCCC2)C(C)C)cc1 (centres undefined)
  x	11%	3%	-8%	0.0%	2%	-1.2	97	13%	i	0.3
#24 CCCNC(=O)CN1CCC(c2nc3ccccc3[nH]2)CC1
  -5%	8%	-4%	-6%	1.8%	-4%	0.5	58	11%	i	0.8
#25 CCCN(C(=O)c1ccc(N(C)S(=O)(=O)c2ccc(C)cc2)cc1)C1CCS(=O)(=O)C1 (centres undefined)
  4%	x	x	x	x	-8%	-0.4	45	x	i	0.8
#26 CCn1c(=O)cc(SCC(=O)N2CCN(C(=O)c3ccco3)CC2)c2ccccc21
  1%	20%	5%	-7%	1.0%	4%	2.5	77	9%	i	6.4
#27 CC(=O)c1ccc(NC(=O)CSc2nnc(NC(=O)C3CC3)s2)cc1
  7%	13%	-3%	-4%	0.3%	0%	2.5	74	-5%	i	1.7
#28 CCOc1ccc(NC(=O)CN(C)C(=O)c2ccccc2-n2cnnn2)cc1OCC
  0%	x	x	x	x	-6%	0.1	43	x	i	1.0
#29 COc1ccc(F)cc1S(=O)(=O)N1CCCCC1
  10%	15%	2%	-2%	-1.0%	-4%	-0.1	52	-10%	i	0.2
#30 COc1ccc(NC(=O)c2cc(C)on2)cc1OC
  10%	-2%	0%	-5%	-0.7%	-3%	0.5	76	1%	i	5.0
#31 CSCSC1=C(C#N)C(c2ccc(Cl)cc2)C(C(C)=O)=C(C)N1 (centres undefined)
  x	-4%	2%	-1%	-0.6%	3%	9.2	53	-2%	x	x
#32 CNC(=S)N1CCN(c2cccc(OC)c2)CC1
  2%	-6%	-1%	-4%	1.2%	-3%	-1.3	79	8%	i	0.5
#33 COc1ccc(Br)cc1CN(C)CC(=O)Nc1ccccc1Cl
  7%	46%	5%	-3%	1.8%	7%	1.7	63	-3%	i	0.9
#34 CC1=C(C(=O)NCc2ccccc2)C(c2cccs2)n2ncnc2N1 (centres undefined)
  -2%	13%	3%	-4%	1.9%	-5%	-0.6	47	-8%	i	1.2
#35 CCCCNC(=O)N(O)C1N(/N=C/c2cccs2)C(=S)SC1(C)C (centres undefined)
  6%	13%	3%	-4%	-1.1%	-2%	0.3	45	6%	i	0.7
#36 COCCNC(=S)Nc1ccc2nc(N3CCN(C)CC3)cc(C)c2c1
  8%	0%	-3%	-5%	-0.8%	3%	0.9	93	10%	i	0.6
#37 Cc1c(NC(=S)N/N=C/c2ccc(N(C)C)cc2)c(=O)n(-c2ccccc2)n1C
  17%	12%	-2%	2%	0.2%	-6%	7.2	83	6%	i	0.0
#38 Cc1ccc(COc2ccc(C)nc2[N+](=O)[O-])cc1
  x	-7%	-2%	-3%	-1.5%	5%	0.4	57	-10%	i	0.1
#39 N/C(=N\OC(=O)CCCC(=O)O)c1ncc(C(F)(F)F)cc1Cl
  7%	10%	-4%	-10%	-2.1%	-7%	-1.4	95	15%	i	0.3
#40 O=C(c1cc(-n2cnnc2)ccc1Cl)N1CCN(c2nc(-c3ccccc3)cs2)CC1
  -37%	2%	4%	1%	0.9%	-8%	1.4	55	-18%	i	1.4
#41 c1cc(CN2CCCCC2)cc(OCCCNc2nc3ccccc3s2)c1
  6%	x	x	x	x	-4%	2.8	49	x	i	1.3
#42 COc1ccc(/C=C/C(=O)OCC(=O)Nc2cccc(Oc3ccccc3)c2)c(OC)c1
  1%	9%	6%	8%	1.3%	5%	0.3	45	-10%	i	0.5
#43 COc1cc(/C=C/C(=O)O)cc(S(=O)(=O)NCc2ccco2)c1OC
  -1%	5%	11%	-5%	0.8%	-5%	0.3	49	33%	i	0.5
#44 Cc1ccc(NC(=O)c2cccc(OCc3c(C)noc3C)c2)cc1S(=O)(=O)Nc1ccccc1Cl
  8%	12%	-4%	3%	5.9%	-9%	4.6	59	-2%	i	2.2
#45 CC(=O)Nc1ccc(/C=N/NC(=O)c2cccc(S(=O)(=O)N3CCOCC3)c2)cc1
  -6%	5%	-4%	-3%	0.2%	-10%	0.6	55	9%	i	1.3
#46 O=C(Nc1ccccc1)c1sccc1Oc1ccc([N+](=O)[O-])cc1F
  -7%	53%	4%	5%	-3.0%	-11%	2.1	39	-6%	i	0.2
#47 CCOC(=O)Cc1c(C)nc2c(-c3cccc(Br)c3)c[nH]n2c1=O
  10%	10%	4%	3%	8.6%	2%	0.5	32	12%	i	0.3
#48 Cc1ccc(C(=O)NNC(=O)c2cccc(C)c2)cc1
  -1%	-8%	-1%	-8%	-0.5%	-2%	-0.4	40	-13%	i	0.4
#49 CCCn1c(N)c(Sc2ccccc2[N+](=O)[O-])c(=O)n(CCC)c1=O
  3%	1%	-2%	-10%	-1.5%	0%	2.0	39	14%	i	0.6
#50 Nc1ncnc2c1ncn2CCNCCc1ccccc1
  -3%	10%	3%	-8%	-0.3%	0%	-0.2	42	4%	i	0.3
#51 CN(C1CCCCC1)S(=O)(=O)c1ccc(NC(=O)Cn2nc(-c3ccc(F)cc3)ccc2=O)cc1
  11%	18%	-4%	5%	-0.5%	5%	21	57	-34%	i	0.1
#52 O=C1CC(=O)c2c1cccc2[N+](=O)[O-]
  x	1%	20%	-2%	28%	-14%	x	x	-1%	x	x
#53 O=C(Nc1ccc(S(=O)(=O)Nc2ncccn2)cc1)c1ccc(N2CCCC2=O)cc1
  4%	-2%	11%	-2%	3.0%	-7%	-0.3	55	-8%	i	0.6
#54 NC(=O)NC(Cc1ccccc1)C(=O)NCC1(N2CCCCC2)CCCCC1 (centres undefined)
  4%	-9%	3%	-2%	0.5%	-7%	-1.8	77	-4%	i	0.8
#55 COc1ccc(OC)c(/C=N/Nc2nncn2/N=C/c2cc(OC)ccc2OC)c1
  6%	-18%	1%	-6%	0.0%	5%	4.9	77	-8%	i	0.2
#56 CCc1ccccc1NC(=S)N(CCCN1CCN(C)CC1)Cc1cccs1
  9%	22%	2%	-8%	-0.1%	-4%	-0.6	52	-5%	i	0.5
#57 CCS(=O)(=O)c1ccc2c(c1)N(S(=O)(=O)c1ccc(OC)cc1)CC(C(=O)O)O2 (centres undefined)
  5%	3%	0%	-6%	-0.3%	19%	-0.6	96	3%	i	1.1

Bioassay records: PubChem BioAssay, several laboratories
